Source: PubChem BioAssay
RECQ1 helicase: qHTS Assay for Inhibitors of RecQ-Like Dna Helicase 1 (RECQ1) | RECQ1 DNA unwinding, red fluorescence kinetic read | Potency, µM (doses to about 57.3 µM), inactives show at the top dose activity, negative = inhibition, actives largely listed as inhibitors | actives 0.54% (n = 240,000);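 further: plate controls were vehicle for no effect and no enzyme for full effect; nearly all actives have a fitted effect of over 30% in size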
Target sequence (P46063 whole entry, looked up): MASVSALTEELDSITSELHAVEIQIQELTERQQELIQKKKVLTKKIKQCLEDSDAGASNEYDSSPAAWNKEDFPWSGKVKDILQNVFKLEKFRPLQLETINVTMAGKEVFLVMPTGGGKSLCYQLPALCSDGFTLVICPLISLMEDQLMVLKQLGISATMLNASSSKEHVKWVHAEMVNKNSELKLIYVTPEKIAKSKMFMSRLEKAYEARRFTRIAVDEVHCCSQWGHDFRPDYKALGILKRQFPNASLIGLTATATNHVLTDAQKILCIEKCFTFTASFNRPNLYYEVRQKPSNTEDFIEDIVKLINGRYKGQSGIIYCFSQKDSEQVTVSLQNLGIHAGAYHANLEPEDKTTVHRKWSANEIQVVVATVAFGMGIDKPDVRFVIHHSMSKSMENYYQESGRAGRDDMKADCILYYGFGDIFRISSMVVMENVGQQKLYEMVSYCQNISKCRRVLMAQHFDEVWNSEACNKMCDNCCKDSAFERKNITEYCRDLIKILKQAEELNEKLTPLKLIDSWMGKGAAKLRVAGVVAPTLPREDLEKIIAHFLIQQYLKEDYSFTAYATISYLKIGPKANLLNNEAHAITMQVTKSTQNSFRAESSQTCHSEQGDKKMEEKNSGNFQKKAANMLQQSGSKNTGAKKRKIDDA
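RECQ1T1 50 nM; forked duplex (20 bp + 30-nt ss tails) 200 nM, ATP 2 mM final; pH 8.0, 2 mM MgCl2, 2.5 ug/ml poly(dI-dC); 15 min compound preincubation; discontinuous kinetic read over 2 h at RT.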
TR SRC2 fluor cs: Total Fluorescence Counterscreen for Inhibitors of the Interaction of Thyroid Hormone Receptor and Steroid Receptor Coregulator 2; Potency, µM (highest dose often 106 µM), without a hit: at the highest dose fluorescence change, negative = quenching; TRb/SRC2 Texas Red total fluorescence interference; actives 0.29% (n = 280,000); active means well fitted curve in either direction with a large enough effect; inconclusive means small, poorly fitted or top-dose-only effect; further: on the % scale 0 is the no-effect control and ±100 the full control effect
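Human TRβ ligand-binding domain (0.6 uM) and Texas Red SRC2 peptide (20 nM) in Tris buffer with 1 uM T3 and 5% DMSO were incubated with pinned compound for 5 hr at ambient temperature. Total fluorescence was computed as S + 2P (555/632 nm).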
L3MBTL1 block: qHTS Assay for the Inhibitors of L3MBTL1 | Potency, µM (top dose mostly 57.1 µM), for inactives: at the top dose activity, negative = inhibition, actives largely listed as inhibitors | Lethal(3)malignant brain tumor-like protein 1 (Homo sapiens), Q9Y468 | actives 0.66% (n = 230,000) | AlphaScreen L3MBTL1–H3K9me1 peptide binding; further: on the % scale 0 is the no-effect control and ±100 the full control effect; nearly all actives have a fitted effect of over 60% in size
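AlphaScreen proximity signal between nickel-chelate acceptor and streptavidin donor beads (final 10 ug/mL) reports binding of 50 nM L3MBTL1 to 75 nM biotin-H3 K9me1 peptide; complex incubated with compounds 30 min at room temperature; cefsulodin titration as control.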
HTT ATP protect: qHTS Multiplex Assay to Identify Dual Action Probes in a Cell Model of Huntington: Cytoprotection (ATP); PC12 HTT-Q103 induced, cytoprotection, ATP luminescence, 40 h; Potency, µM (top dose mostly 56.4 µM), for the others: cytoprotection (ATP increase), actives largely listed as activators; actives 0.14% (n = 230,000); AID 1471, 2008;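 further: % of control where 0% means no effect; nearly all actives have a fitted effect of over 45% in size; toxic huntingtin expression switched on by the ecdysone agonist tebufenozide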
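Compounds added alongside 100 nM tebufenozide, which induces toxic Q103 huntingtin exon 1-GFP in stable PC12 cells; surviving cells quantified by luminescent ATP measurement. Medium: phenol red-free DMEM, 5% equine and 5% calf serum.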
Tau fluor counter: Counterscreen qHTS for Inhibitors of Tau Fibril Formation, Fluorescence Polarization. tau K18 P301L Alexa594 fluorescence, heparin fibrillization. Potency, µM (series often up to 57.7 µM), without a hit: at the top dose activity change, negative = decrease. actives 0.93% (n = 280,000). AID 1463, 2008; further: on the % scale 0 is the no-effect control and ±100 the full control effect; nearly all actives have a fitted effect of over 55% in size
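Human K18 P301L tau (15 uM unlabeled plus 0.24 uM Alexa 594-labeled, final) in 100 mM sodium acetate pH 7 was mixed with compound and 20 uM heparin and incubated 6 hr at 37 C.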
Tau ThT inhib: qHTS for Inhibitors of Tau Fibril Formation, Thioflavin T Binding. AID 1460, 2008. Potency, µM (series often up to 57.4 µM), for the others: top-dose activity, negative = inhibition, actives largely listed as inhibitors. actives 2.1% (n = 270,000). recombinant tau K18 P301L, heparin-induced fibrillization, ThT fluorescence; further: on the % scale 0 is the no-effect control and ±100 the full control effect; nearly all actives have a fitted effect of over 55% in size
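Using a mix of unlabeled (15 uM) and Alexa 594-labeled (0.24 uM) tau K18 P301L, heparin-triggered fibrillization over 6 hr at 37 C was scored by ThT fluorescence.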
Tau fibril FP: qHTS for Inhibitors of Tau Fibril Formation, Fluorescence Polarization; Potency, µM (highest dose often 57.7 µM), for inactives: at the top dose activity, negative = inhibition, usual class: inhibitors; actives 0.39% (n = 280,000); K18 P301L tau heparin fibrillization, Alexa594 FP, 6 h; AID 1468, 2008; further: on the % scale 0 is the no-effect control and ±100 the full control effect; nearly all actives have a fitted effect of over 55% in size
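Quantitative HTS format: compounds meet 15 uM recombinant K18 P301L tau and Alexa 594-tau tracer in 100 mM sodium acetate pH 7; 20 uM heparin triggers fibrillization at 37 C over 6 hr; FP gives the signal.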
TRb-SRC2 inh: qHTS for Inhibitors of the Interaction of Thyroid Hormone Receptor and Steroid Receptor Coregulator 2 | Thyroid hormone receptor beta (Homo sapiens), P10828 | TRbeta-SRC2 peptide binding, fluorescence polarization; receptor liganded with 1 µM T3 | Potency, µM (highest dose often 106 µM), for inactives: top-dose activity change, negative = inhibition, usual class: inhibitors | actives 0.065% (n = 280,000) | AID 1469, 2008;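 further: plate controls were bound peptide for no effect and peptide without receptor for full effect; nearly all actives have a fitted effect of over 50% in size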
Target sequence (P10828 whole entry, looked up): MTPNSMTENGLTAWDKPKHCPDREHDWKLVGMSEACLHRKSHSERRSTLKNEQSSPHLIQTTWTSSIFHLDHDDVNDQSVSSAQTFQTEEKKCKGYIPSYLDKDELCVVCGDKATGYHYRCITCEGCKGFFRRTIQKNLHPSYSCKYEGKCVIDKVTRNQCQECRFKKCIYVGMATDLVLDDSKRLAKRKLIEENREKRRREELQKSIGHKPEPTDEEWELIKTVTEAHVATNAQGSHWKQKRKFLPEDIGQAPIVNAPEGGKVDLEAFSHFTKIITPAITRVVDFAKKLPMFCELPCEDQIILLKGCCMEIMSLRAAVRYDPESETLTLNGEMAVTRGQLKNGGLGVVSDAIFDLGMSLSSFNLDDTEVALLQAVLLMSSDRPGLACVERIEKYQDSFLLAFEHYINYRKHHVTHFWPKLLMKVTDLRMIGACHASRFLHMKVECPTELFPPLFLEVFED
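Human TRb LBD (0.6 uM) plus Texas Red-labeled SRC2 peptide (20 nM), 1uM T3, 5% DMSO, 5 hr at ambient temperature. Decreased polarization (555/632 nm) flags inhibition; data normalized to free and bound peptide controls.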
An asterisk follows results filed as active; i = inactive; ? = inconclusive; · = not tested or not shown; [ ] = another dose, or the depositor's remark. Unless noted, the call rests on the fitted dose curve; in most records, active means well fitted curve in the direction sought with a large enough effect; inconclusive means small, poorly fitted or top-dose-only effect, or another doubt; inactive means no such curve, though single readings can be large; an effect the other way counts as inactive or inconclusive. Potency means the concentration at half of the fitted maximal effect.

SMILES	RECQ1 helicase	TR SRC2 fluor cs	L3MBTL1 block	HTT ATP protect	Tau fluor counter	Tau ThT inhib	Tau fibril FP	TRb-SRC2 inh
Cn1cc(SCC(=O)O)c2ccccc21	6.2%	1.9%	·	-0.6%	-4.6%	-7.7%	3.8%	4.6%
CC(CCc1ccccc1)NC(=O)c1ccc(Br)o1 (stereo unspecified)	-5.6%	1.2%	-12.0%	3.3%[10 µM]	10.8%	3.4%	-0.2%	-20.1%
O=C(CCNS(=O)(=O)c1cccc2nsnc12)NCc1ccccc1	·	0.5%	·	·	-8.3%	-0.3%	1.7%	3.8%
CCCC(=O)Nc1sc(C)c(C)c1C(=O)Nc1cccc(C)c1	-1.3%	-3.2%	2.6%	-14.0%	-10.2%	-13.8%	6.3%	-6.0%
CCOC(=O)CN1C(=O)Nc2ccc(Br)cc2C1c1ccccc1 (stereo unspecified)	-1.9%	-2.4%	-4.5%	-14.7%	-13.8%	-13.8%	0.1%	-6.1%
CN1c2ccccc2Oc2nnc(Cl)cc21	-6.1%	0.2%	8.1%	6.3%[10 µM]	2.8%	-2.4%	-2.7%	-5.8%
O=C(Nc1ccccc1)Nc1nnc(-c2ccccc2)o1	-13.0%	1.8%	34.7%[activator]	-92.1%[inhibitor][10 µM]	-0.7%	7.7%	-3.7%	-19.2%
Cc1ccc(CCNc2nc3ccccc3c3nc(-c4ccccc4)nn23)cc1	·	6.4%	·	·	-23.5%	-6.0%	?	-3.4%
CN(C)/C=C/c1[nH]c(=O)[nH]c(=O)c1[N+](=O)[O-]	1.1%	-3.0%	1.7%	-16.1%[10 µM]	-6.2%	-20.6%	3.6%	4.2%
Cc1cc(F)ccc1S(=O)(=O)Nc1ccccc1C(=O)Nc1ccc2[nH]c(=O)[nH]c2c1	16.1%	-11.6%	·	-10.0%[10 µM]	?	?	7.8%	-4.2%
O=C(CC1Sc2ccccc2NC1=O)Nc1cccc(C(F)(F)F)c1 (stereo unspecified)	·	-1.2%	·	·	-24.4%	6.1%	-13.3%	6.0%
CCc1nc2ccccc2n1CC(C)C(=O)O (stereo unspecified)	-1.7%	-1.7%	10.9%	-7.6%[10 µM]	1.1%	-1.5%	7.8%	2.2%
N=c1n(CCN2CCCCC2)c2ccccc2n1CC(O)COc1ccc(Cl)cc1Cl (stereo unspecified)	·	-2.0%	·	·	-2.7%	?	1.9%	4.1%
Fc1ccc(-c2cc(C(F)(F)F)nc(N3CCCCC3)n2)cc1	-9.6%	2.2%	20.2%	7.5%	-0.5%	2.9%	-0.4%	-11.7%
O=C(CSc1nc(-c2ccco2)nc2cc(=O)[nH]n12)Nc1ccccc1Cl	·	-1.0%	·	·	1.6%	-12.8%	-7.4%	4.6%
Cc1cccc(C)c1NC(=O)COc1ccccc1C(=O)Nc1ccc(Br)cn1	i	-1.3%	4.1%	17.8%[10 µM]	4.0%	5.9%	0.3%	-7.5%
COc1ccc(-c2nc3c(c(SCC(=O)N4CCCCC4)n2)Cc2cc(Cl)ccc2O3)cc1	·	-2.2%	·	·	-11.9%	-5.1%	3.4%	-10.4%
CCOc1ccc(N(CC(=O)N2CCCC2)S(=O)(=O)c2c(C)noc2C)cc1	-7.9%	-1.7%	·	10.3%	-6.8%	-7.4%	-4.3%	6.6%
NC(=O)Cc1cn(-c2ncc(C(F)(F)F)cc2Cl)c2ccccc12	-8.5%	-4.1%	·	8.0%	-9.5%	-6.4%	-5.8%	-10.1%
CCCCNC(=O)c1cc(-c2ccc(OC)cc2)nc2n[nH]c(-c3cccc([N+](=O)[O-])c3)c12	·	1.0%	·	·	-15.2%	-3.4%	-6.1%	0.4%
CCOc1ccc(CCNC(=O)c2cc3sc(Cl)cc3n2C)cc1OCC	i	-1.8%	·	-6.9%	-14.3%	?	0.9%	-3.8%
COc1cc(NC(=O)c2cc(-c3ccco3)on2)c(OC)cc1Cl	-0.3%	1.0%	-1.5%	-9.7%	-15.7%	-11.8%	?	-13.9%
Cc1ccccc1OCCC(=O)Nc1ccc(F)c(Cl)c1	4.4%	-0.2%	19.6%	16.3%[10 µM]	?	-7.1%	?	-6.1%
C=CCn1c(O)c(C(CC)=NCc2cccnc2)c(=O)[nH]c1=O	-0.6%	-2.3%	-0.3%	7.3%	5.0%	-4.4%	4.0%	6.4%
COc1ccc(NC(=O)Cn2c(=O)n(Cc3ccccc3)c(=O)c3sc4ccccc4c32)cc1	·	-0.5%	·	·	-19.0%	0.9%	-17.5%	-4.1%
COCCn1c(SCC(=O)NCC2CCCO2)nc2c(c1=O)SC(C)C2 (stereo unspecified)	i	-3.9%	3.1%	7.1%[10 µM]	2.9%	5.1%	-2.0%	-7.7%
CCCNC(=O)c1ccc(Cl)c(Cl)c1	-3.3%	1.6%	11.5%	-17.0%	6.8%	-2.1%	4.9%	-2.2%
Cc1cnccc1CN(C)Cc1cn(C)nc1-c1ccc(Oc2ccccc2)cc1	i	-1.9%	-15.4%	2.7%[10 µM]	5.7%	-12.8%	0.3%	2.6%
FC(F)(F)c1cnc(N2CCC(=NOCc3ccc(Cl)cc3)CC2)c(Cl)c1	i	0.8%	5.9%	12.5%	-11.3%	-16.1%	-17.1%	-2.6%
Cc1nc(S(=O)(=O)c2ccc(Cl)cc2)c(NCc2ccccc2)o1	-3.1%	1.5%	·	10.3%	-7.8%	-19.2%	-2.5%	-5.8%
CC(=O)Nc1ccc(SCC(=O)N(CCC#N)c2cc(C)cc(C)c2)cc1	-14.4%	-2.1%	·	12.2%	-7.3%	-9.1%	4.7%	-6.2%
O=C(NN=C1C2CC3CC(C2)CC1C3)c1ccccc1O	-1.8%	-0.4%	3.7%	-1.9%[10 µM]	-7.8%	-3.6%	-4.0%	4.0%
CCc1ccc(NC(=O)CCc2nc3ccccc3[nH]2)cc1	7.1%	-1.7%	-6.5%	·	7.0%	4.4%	5.3%	6.3%
Cc1ccc(/C=C/C(=O)Nc2cccc(S(=O)(=O)N3CCOCC3)c2)o1	1.1%	4.6%	-17.8%	-16.0%[10 µM]	5.4%	6.0%	?	-3.9%
CCCCN(C)C(=O)c1ccc2c(c1)N(Cc1ccc(F)cc1)C(=O)c1ccccc1S2(=O)=O	·	0.0011µM*[quencher]	·	·	?	?	-2.6%	-12.4%
COc1cccc(/C=N/Nc2ncccc2[N+](=O)[O-])c1OC	2.3%	-6.5%	-19.1%	-9.1%[10 µM]	-13.2%	?	-1.1%	1.7%
COc1ccc(N2CCN(C(=O)C34CCC(C)(C(=O)C3)C4(C)C)CC2)cc1 (stereo unspecified)	-10.6%	2.5%	·	-31.2%	-13.4%	-15.9%	7.8%	3.3%
CCOC(=O)c1c(C)oc2nc(C)nc(NCc3ccc(Cl)cc3)c12	·	-3.9%	·	·	-3.9%	-8.2%	1.1%	0.3%
Cc1cccc(N2CC(C(=O)O)CC2=O)c1C (stereo unspecified)	-2.1%	-2.0%	·	5.1%[10 µM]	12.4%	·	6.7%	7.8%
CN(C(=O)CSC1=Nc2ccccc2C2=NC(c3ccccc3)C(=O)N12)C1CCCCC1 (stereo unspecified)	i	1.8%	·	-4.5%	-4.7%	-10.0%	-1.9%	-15.1%
CCOc1ccc(Br)cc1S(=O)(=O)NC(=O)c1ccccc1	5.2%	-2.2%	5.5%	-15.8%[10 µM]	7.2%	-7.7%	-0.4%	0.3%
O=C(Cn1c(=O)c2ccccc2n(CC(=O)Nc2ccc(F)cc2F)c1=O)NCCc1ccccc1	·	-2.6%	·	·	8.6%	10.5%	?	-7.6%
O=S(=O)(NCCCO)c1ccc2c(c1)Cc1cc(S(=O)(=O)NCCCO)ccc1-2	-0.5%	-2.2%	2.0%	-17.0%[10 µM]	-7.4%	-1.6%	-3.8%	4.0%
CC(=O)Nc1nnc(COc2ccc(Cl)cc2)s1	-3.0%	0.5%	7.2%	-75.8%[inhibitor]	-8.1%	-1.5%	1.0%	-8.6%
Cc1c(C(=O)Nc2ccc(-c3nnc4n3CCCCC4)cc2)oc2ccc(Br)cc12	i	-5.8%	30.5%[activator]	-27.9%[10 µM]	-0.1%	0.3%	3.0%	-2.9%

An excerpt of these results, bar-delimited:
SMILES | RECQ1 helicase | TR SRC2 fluor cs | L3MBTL1 block | HTT ATP protect | Tau fluor counter | Tau ThT inhib | Tau fibril FP | TRb-SRC2 inh
FC(F)(F)c1cnc(N2CCC(=NOCc3ccc(Cl)cc3)CC2)c(Cl)c1 | i | 0.8% | 5.9% | 12.5% | -11.3% | -16.1% | -17.1% | -2.6%
Cc1nc(S(=O)(=O)c2ccc(Cl)cc2)c(NCc2ccccc2)o1 | -3.1% | 1.5% | · | 10.3% | -7.8% | -19.2% | -2.5% | -5.8%
CC(=O)Nc1ccc(SCC(=O)N(CCC#N)c2cc(C)cc(C)c2)cc1 | -14.4% | -2.1% | · | 12.2% | -7.3% | -9.1% | 4.7% | -6.2%

Sorted by molar mass (largest number first): some entries from above
SMILES	RECQ1 helicase	TR SRC2 fluor cs	L3MBTL1 block	HTT ATP protect	Tau fluor counter	Tau ThT inhib	Tau fibril FP	TRb-SRC2 inh
CCCCN(C)C(=O)c1ccc2c(c1)N(Cc1ccc(F)cc1)C(=O)c1ccccc1S2(=O)=O	·	0.0011µM*[quencher]	·	·	?	?	-2.6%	-12.4%
Cc1ccc(/C=C/C(=O)Nc2cccc(S(=O)(=O)N3CCOCC3)c2)o1	1.1%	4.6%	-17.8%	-16.0%[10 µM]	5.4%	6.0%	?	-3.9%
COc1ccc(N2CCN(C(=O)C34CCC(C)(C(=O)C3)C4(C)C)CC2)cc1 (stereo unspecified)	-10.6%	2.5%	·	-31.2%	-13.4%	-15.9%	7.8%	3.3%

The list is partial. The share of hits here may be higher or lower than overall.
